PI5P4K alpha inh: qHTS for Inhibitors of phosphatidylinositol 5-phosphate 4-kinase (PI5P4K) | AID 652105, 2013 | max response, % | PI5P4Kalpha enzyme, ADP-Glo luminescence, 60 min; hits give low values | 330,000 compounds, 1.2% hits; active = max response of -50% or lower; inconclusive = between -30% and -50%; inactive = -30% or higher; also: value at the top dose of about 77 µM; % is scaled to controls: 0 for no effect and ±100 for the full control effect
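Enzyme plus substrate dispensed, test compounds pinned in, then ATP (5 microM final) added. After 60 min at RT, ADP-Glo reagent 1 for 45 min and reagent 2 for 30 min preceded luminescence imaging.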
IL2 activator: qHTS of IL-2 Activators; AID 652025, 2013; IL-2 activation reporter assay, cell-based qHTS; stimulated with anti-CD3/CD4/CD28 beads; in transgenic mouse T cells; activation, % (series mostly up to about 46 µM); 360,000 compounds, 0.065% hits; in the data active = activation above about 50%; inconclusive = mostly about 30% to 49%; also: 0% is about no effect
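Using fluorescent plate cytometry, EGFP and DsRed are detected in transgenic mouse T cells stimulated 18 h at 37 degrees C with antibody-coated beads after 60 min compound pretreatment.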
FUS yeast rescue: qHTS for Suppressors of FUS Proteinopathy: Primary screen using FUS-linked yeast assay | S. cerevisiae FUS-expressing, growth rescue, OD600, 24 h | Potency, µM (series often up to 76.6 µM), without a hit: top-dose growth rescue (activation), hits mostly activators | 390,000 compounds, 0.24% hits | AID 1347120, 2019;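 also: potency is read from the fitted curve at half-maximal effect; plate controls were DMSO vehicle for no effect and reference control for full effect; nearly all actives have a fitted effect of over 55% in size; some results filed as inactive show a strong effect at the top dose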
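Quantitative HTS measuring growth restoration of FUS-toxic yeast. Galactose-induced cells (OD 0.005) were exposed 24hr at 30C to compounds at several concentrations, then absorbance at 600 nm was recorded.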
WRN helicase inh: qHTS for Inhibitors of WRN Helicase | 360,000 compounds, 0.46% hits | AID 651768, 2012 | Bifunctional 3'-5' exonuclease/ATP-dependent helicase WRN (Homo sapiens), Q14191 | Potency, µM (top dose mostly 114 µM), for inactives: at the top dose activity change, negative = inhibition, actives largely listed as inhibitors | WRN helicase unwinding, fluorescent forked duplex, kinetic; also: potency is read from the fitted curve at half-maximal effect; % is scaled to controls: 0 for no effect and ±100 for the full control effect; nearly all actives have a fitted effect of over 55% in size
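WRN at 20 nM final preincubated with compound 15 min at room temperature; reaction started with 100 nM fluorophore/quencher forked duplex oligonucleotide and 2 mM ATP final. Unwinding followed kinetically by red fluorescence (ex 525, em 598 nm).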
aSyn yeast inh: qHTS of alpha-syn Inhibitors; Yeast expressing alpha-synuclein, growth rescue, BacTiter-Glo, 24 h; Potency, µM (doses to about 46.1 µM), without a hit: top-dose growth rescue (activation), usual class: activators; 370,000 compounds, 0.14% hits; AID 652106, 2013; also: potency is read from the fitted curve at half-maximal effect; % of control where 0% means no effect; nearly all actives have a fitted effect of over 65% in size
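Rescue of yeast growth: cells expressing toxic alpha-synuclein, induced in galactose at OD600 0.02, incubated with compound 24 h at 30 C. ATP luminescence quantified growth; inhibitors of toxicity appear as activators.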
Abeta rescue: qHTS for compounds that reverse cellular toxicity of Amyloid beta (A-beta) peptide in yeast: Primary Screen. Potency, µM (titrated, usually from 46.1 µM), for inactives: top-dose growth rescue, actives largely listed as activators. AID 1347071, 2019. yeast expressing A-beta42, growth rescue, OD600, 48 h; response scale: 0% DMSO, 100% iron-clioquinol control. 410,000 compounds, 0.063% hits; also: potency is read from the fitted curve at half-maximal effect; nearly all actives have a fitted effect of over 55% in size
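Yeast A-beta toxicity model in growth medium with pinned compounds, 48 h at 30 C; growth read as absorbance at 600 nm. Normalized to FeCl3/clioquinol equimolar mix (positive) and DMSO (negative).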
EPAC1 agonist: qHTS for Agonist of cAMP-regulated guanine nucleotide exchange factor 3 (EPAC1): primary screen | Rap guanine nucleotide exchange factor 3 (Homo sapiens), O95398 | EPAC1 agonist qHTS, biochemical assay; response scale: 100% = response to 6.5 mM cAMP | Potency, µM (titrated, usually from 154 µM), inactives show top-dose activation, usual class: activators | 360,000 compounds, 0.073% hits | AID 720707, 2013; also: potency is read from the fitted curve at half-maximal effect; nearly all actives have a fitted effect of over 60% in size
Target sequence (O95398 whole entry, looked up): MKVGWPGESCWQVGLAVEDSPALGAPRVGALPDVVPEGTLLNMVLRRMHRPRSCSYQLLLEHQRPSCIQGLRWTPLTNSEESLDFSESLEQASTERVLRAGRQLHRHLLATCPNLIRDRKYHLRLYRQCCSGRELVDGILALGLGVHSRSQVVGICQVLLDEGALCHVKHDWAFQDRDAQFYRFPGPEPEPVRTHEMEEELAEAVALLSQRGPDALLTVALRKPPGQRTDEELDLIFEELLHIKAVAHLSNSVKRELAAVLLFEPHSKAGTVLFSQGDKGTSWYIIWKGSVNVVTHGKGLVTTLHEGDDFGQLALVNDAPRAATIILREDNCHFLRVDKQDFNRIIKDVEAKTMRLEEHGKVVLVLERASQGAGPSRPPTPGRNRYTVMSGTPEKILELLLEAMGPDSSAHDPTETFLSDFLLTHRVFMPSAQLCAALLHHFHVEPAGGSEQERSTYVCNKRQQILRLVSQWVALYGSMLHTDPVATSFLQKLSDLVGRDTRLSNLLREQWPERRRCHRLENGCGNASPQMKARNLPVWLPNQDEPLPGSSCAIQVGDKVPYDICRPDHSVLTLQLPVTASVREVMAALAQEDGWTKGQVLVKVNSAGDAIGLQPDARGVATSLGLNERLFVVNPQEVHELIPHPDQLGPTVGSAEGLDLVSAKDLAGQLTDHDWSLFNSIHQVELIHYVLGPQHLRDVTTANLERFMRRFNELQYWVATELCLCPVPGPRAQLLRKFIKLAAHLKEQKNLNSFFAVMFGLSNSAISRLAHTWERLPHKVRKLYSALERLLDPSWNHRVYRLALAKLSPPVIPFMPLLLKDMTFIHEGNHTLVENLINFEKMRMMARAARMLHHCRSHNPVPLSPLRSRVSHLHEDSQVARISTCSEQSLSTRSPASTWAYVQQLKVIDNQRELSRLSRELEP
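Nucleotide exchange assay: 100 nM EPAC1 with 250 nM Rap1B loaded with BODIPY-GDP and 50 uM GDP, room temperature. Fluorescence (480/540 nm) read every 5 min for 30 min; signal change normalized to 6.5 mM cAMP as full agonist.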
PLK1 PBD inh: qHTS for Inhibitors of PLK1-PDB (polo-like kinase 1 - polo-box domain): Primary Screen | 360,000 compounds, 2.8% hits | Potency, µM, for the others: max response, negative = inhibition, most hits filed as inhibitors | Plk1 PBD binding of FITC phosphopeptide, fluorescence polarization | Serine/threonine-protein kinase PLK1 (Homo sapiens), P53350; also: potency is read from the fitted curve at half-maximal effect; series mostly up to about 57 µM; % is scaled to controls: 0 for no effect and ±100 for the full control effect; nearly all actives have a fitted effect of over 65% in size
EPAC1 antagonist: qHTS for Antagonist of cAMP-regulated guanine nucleotide exchange factor 3 (EPAC1): primary screen; Rap guanine nucleotide exchange factor 3 (Homo sapiens), O95398; EPAC1 GEF assay, Rap1b-BODIPY-GDP exchange fluorescence; Potency, µM (series often up to 115 µM), for inactives: top-dose activity change, negative = inhibition, actives largely listed as inhibitors; 360,000 compounds, 0.14% hits;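 also: potency is read from the fitted curve at half-maximal effect; plate controls were vehicle for no effect and positive control for full effect; nearly all actives have a fitted effect of over 50% in size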
* hit, by the source's call; ? = inconclusive; / = not tested or not shown; & = joins results of further samples; ! = repeats disagree; [ ] = remark or other dose. Unless noted, calls follow the shape of the dose curve; as a rule, active = well fitted curve in the direction sought with a large enough effect; inconclusive = small, poorly fitted or top-dose-only effect, or another doubt; inactive = no such curve, though single readings can be large; an effect the other way counts as inactive or inconclusive.

Below each SMILES – PI5P4K alpha inh	IL2 activator	FUS yeast rescue	WRN helicase inh	aSyn yeast inh	Abeta rescue	EPAC1 agonist	PLK1 PBD inh	EPAC1 antagonist
> COC(=O)c1cccc(NC(=O)Cc2ccsc2)c1
→ 4	-0.9	12%	-4%[57.1 µM]	-3%	-12%	4%	-12%	9%
> Cc1ccc(C2/C(=C(/O)c3ccc(OC(C)C)cc3)C(=O)C(=O)N2CCN2CCOCC2)cc1 (stereo unspecified)
→ 7	-0.6	14%	-2%	-3%	-13%	-11%	-7%	-20%
> CCN1CCN(Cc2ccc(NC(=O)c3cc(NC(=O)c4cncc(-c5cccs5)c4)cc(OC)c3)cc2C(F)(F)F)CC1
→ -67*!	-3.6&-0.8	?	8%&7%	1%&0%	-20%&1%	-8%&-5%	3%&4%	-24%&-28%
> Cn1cnnc1SCC(=O)Nc1ccccc1Oc1ccccc1
→ -2	0.4	-19%	-5%	4%	4%	-1%	0%	-2%
> COc1ccc(NC(=O)/C(C#N)=C/c2c(C)nn(-c3ccc(F)cc3)c2Cl)cc1Cl
→ 0	-0.1	7%	?	-4%	12%	16%	-2%	15%
> COc1cc(C2C(C(C)=O)=C(C)Nc3ncnn32)ccc1O (stereo unspecified)
→ -1	-0.2	-13%	4%	-3%	17%	-1%	-7%	8%
> COc1c(C)cc(C(=O)C2CCCN(Cc3cccc4nccnc34)C2)cc1C (stereo unspecified)
→ 1	-0.7	11%	-2%	-7%	-13%	-5%	-7%	-6%
> O=C(NCn1cnccc1=O)c1ccccc1
→ /	-0.2	-5%	7%	2%	13%	-2%	0%	11%
> N#CC(C#N)=C1C=CC=CN1/C(=C\c1ccco1)C(=O)c1ccc(Cl)cc1
→ 0	-0.6	14%	22µM*	6%	2%	19%	12µM*	-8%
> Cc1nn(CCC(=O)NCc2ccc(N(C)C)cc2)c(=O)c2nn(-c3ccccc3)c(C)c12
→ 1	0.1	-14%&-15%	-5%	3%	5%&2%	15%	-10%	2%
> CCOc1ccccc1N1CCN(C(=O)NCc2ccc(F)cc2)CC1
→ 3	-1.5	-1%	-7%	2%	-8%	-3%	-23%	2%
> CN1c2ccccc2N(C)C1c1ccc2c(c1)OCO2
→ /	-3.9	19%	10%	-14%	-2%	1%	-8%	5%
> Cc1cc(C)c(S(=O)(=O)Nn2cnnc2)c(C)c1
→ 0	-2.1	3%	-1%	0%	3%	4%	-9%	1%
> N[C@@H](Cc1ccccc1)C(=O)N1CCC(C(=O)NCC(=O)NCC(=O)O)CC1
→ -6	-4.5	16%	9%	-3%	2%	-7%	3%	-17%
> Cc1ccc(-c2n[nH]c(=S)c3ccccc23)cc1
→ -5	-1.1	23%	5%	4%	5%	-5%	?	0%

Shown with bars between the fields: 8 of the compounds above.
SMILES | PI5P4K alpha inh | IL2 activator | FUS yeast rescue | WRN helicase inh | aSyn yeast inh | Abeta rescue | EPAC1 agonist | PLK1 PBD inh | EPAC1 antagonist
O=C(NCn1cnccc1=O)c1ccccc1 | / | -0.2 | -5% | 7% | 2% | 13% | -2% | 0% | 11%
N#CC(C#N)=C1C=CC=CN1/C(=C\c1ccco1)C(=O)c1ccc(Cl)cc1 | 0 | -0.6 | 14% | 22µM* | 6% | 2% | 19% | 12µM* | -8%
Cc1nn(CCC(=O)NCc2ccc(N(C)C)cc2)c(=O)c2nn(-c3ccccc3)c(C)c12 | 1 | 0.1 | -14%&-15% | -5% | 3% | 5%&2% | 15% | -10% | 2%
CCOc1ccccc1N1CCN(C(=O)NCc2ccc(F)cc2)CC1 | 3 | -1.5 | -1% | -7% | 2% | -8% | -3% | -23% | 2%
CN1c2ccccc2N(C)C1c1ccc2c(c1)OCO2 | / | -3.9 | 19% | 10% | -14% | -2% | 1% | -8% | 5%
Cc1cc(C)c(S(=O)(=O)Nn2cnnc2)c(C)c1 | 0 | -2.1 | 3% | -1% | 0% | 3% | 4% | -9% | 1%
N[C@@H](Cc1ccccc1)C(=O)N1CCC(C(=O)NCC(=O)NCC(=O)O)CC1 | -6 | -4.5 | 16% | 9% | -3% | 2% | -7% | 3% | -17%
Cc1ccc(-c2n[nH]c(=S)c3ccccc23)cc1 | -5 | -1.1 | 23% | 5% | 4% | 5% | -5% | ? | 0%

The listing continues.
Below each SMILES – PI5P4K alpha inh	IL2 activator	FUS yeast rescue	WRN helicase inh	aSyn yeast inh	Abeta rescue	EPAC1 agonist	PLK1 PBD inh	EPAC1 antagonist
> Nc1ccc2c(c1)nc(Cc1ccccc1)n2CCO
→ -3	0.6	-1%	-3%	5%	-3%	-3%	-4%	-11%
> CSc1cccc(NC(=O)COC(=O)C2CCN(S(=O)(=O)c3ccccc3)CC2)c1
→ 1	0.4	?	-6%	1%	-7%	-6%	-3%	-12%
> CCCS(=O)(=O)N1CCCC(C(=O)N2CCN(c3ccccc3)CC2)C1 (stereo unspecified)
→ 2	2.0	-11%	1%	3%	11%	-3%	0%	2%
> CC(CO)Nc1nc(SCc2ccccc2)nc2sc3c(c12)CCC3 (stereo unspecified)
→ 9	-1.7	?	1%	-5%	-8%	18%	-21%	18%
> Cc1cccc(N2CCN(C(=O)c3cc4c(=O)n(C)c5ccccc5c4n3C)CC2)c1C
→ 0	-2.9	-7%	5%	-2%	-12%	0%	-9%	4%
> COc1ccc(C(=O)N2CCC(NC(=O)C(Cc3ccccc3OC)NC(C)=O)CC2)cc1 (stereo unspecified)
→ -7	0.4	15%	13%	-3%	-11%	10%	-10%	2%
> O=C(Nc1ccccc1Cl)Nn1cnnc1
→ 0	-4.9	13%	-8%	-3%	17%	-3%	2%	12%
> N#Cc1cc2c(=O)n3ccccc3nc2n(-c2ccc(Cl)cc2)c1=O
→ 3	17	-11%	5%	-8%	7%	9%	-10%	2%
> COc1ccc(-c2ccnc(SCC(=O)N3CCN(c4ccccc4)CC3)n2)cc1
→ 7	0.1	-2%	-8%	21%	1%	14%	-2%	3%
> CC1(C(=O)NS(=O)(=O)c2ccc(F)cc2F)CCN1C(=O)Cc1ccc(Cl)cc1Cl (stereo unspecified)
→ -7	0.2	1%	-6%	-10%	-6%	-16%	-3%	-17%
> O=C1CCN(S(=O)(=O)c2ccccc2)CCN1CCOCc1ccc(C(F)(F)F)cc1
→ 1	-0.1	23%	11%	-1%	-7%	-5%	-19%	0%
> CC1=CCC2C(=O)N(c3cccc(C(=O)Nc4ccc(Cl)cc4)c3)C(=O)C2C1 (stereo unspecified)
→ 8	-1.2	32%	-5%	27%	14µM*	-6%	0%	-14%
> CC(=O)c1ccc(NC(=O)C(C)N(C)CC(=O)Nc2ccc(Cl)cc2)cc1 (stereo unspecified)
→ -2	-0.5	11%	4%	-6%	-14%	1%	-13%	-6%
> CCCCC(=O)N/N=C(C)/C=C/c1ccccc1F
→ -6	-0.9	-26%	7%	2%	-9%	-4%	-7%	-2%
> Cc1ccc(S(=O)(=O)Nc2ccc(=O)n(Cc3ccc(Cl)c(Cl)c3)c2)cc1
→ -28	-0.5	?	-10%	0%	12%	10%	-20%	-26%

The list continues:
Below each SMILES – PI5P4K alpha inh	IL2 activator	FUS yeast rescue	WRN helicase inh	aSyn yeast inh	Abeta rescue	EPAC1 agonist	PLK1 PBD inh	EPAC1 antagonist
> CC(C)(C)c1ccc(/C=C/C(=O)N2CCCCC2)cc1
→ 1	1.2	12%	3%	1%	0%	-10%	-14%	-15%
> O=C(/C=C/c1ccccc1)NC(NC(=S)Nc1cccc(O)c1)C(Cl)(Cl)Cl (stereo unspecified)
→ ?	0.2	/	-33%	-10%	-5%	10%	-8%	?
> COCCn1c(SCC(=O)N2CCOCC2)nc2c(c1=O)SCC2
→ -4	4.3	11%	?	-13%	-1%	-6%	-6%	-7%
> CNC(=S)N/N=C/c1cc(C)ccc1C
→ 2	-1.2	4%	-4%	5%	?	-2%	2%	2%
> O=C(CSc1nc(-c2ccco2)cc(C(F)(F)F)n1)Nc1ccc2c(c1)CCC2
→ 7	0.3	-17%	-9%	-2%	6%	-6%	-5%	-11%
> C=CCNC(=O)c1ccc(N(Cc2ccccc2)S(C)(=O)=O)cc1
→ 10	-0.4	-35%	2%	-1%	-13%	4%	-14%	?
> Clc1ccc(-n2nnnc2SCc2cn3ccccc3n2)cc1
→ -11	0.0	?	7%	-1%	1%	-15%	-4%	-12%
> O=C(O)C1=NOC(CNC(=O)c2ccccc2Cl)C1 (stereo unspecified)
→ -5	-1.2	0%	20%	-2%	-11%	-6%	-11%	-19%
> CCCS(=O)(=O)c1nc(S(=O)(=O)c2ccc(C)cc2)c(N2CCC3(CC2)OCCO3)s1
→ 3	-1.3	17%	4%	-3%	6%	12%	-19%	-19%
> CCOC(=O)N1CCN(C2=CC(=O)OC23CCCCC3)CC1
→ /	-3.7	-13%	-9%[57.1 µM]	0%	-8%	-1%	-4%	20%
> CN(C)S(=O)(=O)c1cccc(-c2csc(=Nc3ccccc3)n2CCCN2CCOCC2)c1
→ -7	-4.4	-22%	-3%	4%	6%	-3%	-6%	-3%
> O=C(CN(C(=O)CNC(=O)c1cccs1)c1ccc(F)cc1)NC1CCCCC1
→ -2	-0.2	-10%	3%[57.1 µM]	6%	5%	13%	1%	-7%
> COc1ccccc1C(=O)O/N=C(/C)c1ccc(N2C(=O)C3CCCCC3C2=O)cc1 (stereo unspecified)
→ -3	-1.5	25%	-4%	6%	-15%	6%	-6%	0%

From PubChem
